High-throughput results from PubChem BioAssay.
UCHL1 inh = blocks human UCHL1 ubiquitin-rhodamine cleavage. purified UCHL1, Ub-rhodamine cleavage fluorescence. inhibition, % at 20 µM. actives 0.2% (n = 47,000). AID 1645859
USP7 inh = inhibitors of human USP7 deubiquitinase | Q93009 | purified USP7, Ub-rhodamine cleavage fluorescence | inhibition, % at 20 µM | actives 0.3% (n = 47,000) | AID 1645854
USP30 inh = inhibitors of human USP30 deubiquitinase; purified USP30, Ub-rhodamine cleavage fluorescence; inhibition, % at 25 µM; Q70CQ3; actives 5.3% (n = 47,000)
USP10 inh = blocks human USP10 ubiquitin-rhodamine cleavage. Q14694. purified USP10, Ub-rhodamine fluorescence, 60 min. inhibition, % at 20 µM. actives 1.1% (n = 47,000). AID 1645856
USP17 inh = inhibitors of human USP17 deubiquitinase. purified USP17, Ub-rhodamine cleavage fluorescence, 3 h. inhibition, % at 50 µM. actives 6.5% (n = 47,000)
OTUD3 block = blocks human OTUD3 ubiquitin-rhodamine cleavage. purified OTUD3, Ub-rhodamine fluorescence, 2 h. inhibition, % at 25 µM. actives 0.7% (n = 47,000)
USP28 inh = blocks human USP28 ubiquitin-rhodamine cleavage | inhibition, % at 25 µM | actives 3% (n = 47,000) | purified USP28, Ub-rhodamine cleavage fluorescence, 30 min
Target sequence (Q96RU2 whole entry, looked up): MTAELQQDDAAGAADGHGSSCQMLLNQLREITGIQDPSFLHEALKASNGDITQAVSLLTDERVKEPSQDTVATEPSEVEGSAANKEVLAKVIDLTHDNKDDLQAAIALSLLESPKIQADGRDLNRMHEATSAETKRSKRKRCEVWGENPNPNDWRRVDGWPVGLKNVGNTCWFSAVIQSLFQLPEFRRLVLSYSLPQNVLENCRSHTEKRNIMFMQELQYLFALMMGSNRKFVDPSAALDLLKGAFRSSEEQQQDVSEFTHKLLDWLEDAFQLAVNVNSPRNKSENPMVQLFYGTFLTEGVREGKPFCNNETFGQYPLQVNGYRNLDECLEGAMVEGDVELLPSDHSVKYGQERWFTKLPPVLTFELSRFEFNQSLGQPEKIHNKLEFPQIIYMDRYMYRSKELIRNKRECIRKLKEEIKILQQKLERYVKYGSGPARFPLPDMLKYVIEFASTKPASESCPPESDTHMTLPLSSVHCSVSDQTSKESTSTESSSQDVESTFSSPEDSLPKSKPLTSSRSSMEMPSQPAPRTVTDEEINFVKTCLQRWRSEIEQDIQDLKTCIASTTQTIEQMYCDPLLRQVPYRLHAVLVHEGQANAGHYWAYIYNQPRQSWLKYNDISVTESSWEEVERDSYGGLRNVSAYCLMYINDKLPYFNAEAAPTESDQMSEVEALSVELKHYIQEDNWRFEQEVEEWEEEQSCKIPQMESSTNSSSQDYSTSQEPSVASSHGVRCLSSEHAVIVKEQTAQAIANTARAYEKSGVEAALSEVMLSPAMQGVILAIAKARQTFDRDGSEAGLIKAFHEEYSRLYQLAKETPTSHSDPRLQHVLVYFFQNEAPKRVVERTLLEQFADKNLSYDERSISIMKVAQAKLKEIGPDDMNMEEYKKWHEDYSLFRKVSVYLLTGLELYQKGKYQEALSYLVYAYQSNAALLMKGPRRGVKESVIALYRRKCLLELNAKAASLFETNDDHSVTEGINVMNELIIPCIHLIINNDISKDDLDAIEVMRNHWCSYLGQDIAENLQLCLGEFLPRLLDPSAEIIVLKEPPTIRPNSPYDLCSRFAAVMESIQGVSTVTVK
USP8 block = blocks human USP8 ubiquitin-rhodamine cleavage; purified USP8, Ub-rhodamine cleavage fluorescence, 30 min; actives 4.2% (n = 47,000); inhibition, % at 20 µM; P40818
* hit, by the source's call; nt = no result given. Cut-off read from the data, not from the text of the source: active = inhibition above about 30%; inactive = the rest.

1: O=C1CC(=O)C(n2cncn2)C(c2c(F)cccc2Cl)C1 (stereo not drawn)
2: COCCN1CC2(CCN(Cc3ccccc3)CC2)COc2ccccc2S1(=O)=O
3: Cn1nc(-c2ccccc2)c(CO)c1Sc1ccccc1Cl
4: CCCn1c(=O)c2sccc2n2c(CCC(=O)NC3CC3)nnc12
5: N#Cc1cccc(C(=O)Nc2cccc(C(=O)N3CCCC3C(=O)NC3CCCC3)c2)c1 (stereo not drawn)
entry no.,1,2,3,4,5
UCHL1 inh,-3,2,0,0,-2
USP7 inh,-3,-8,0,6,-7
USP30 inh,4,0,6,14,-5
USP10 inh,6,-3,5,0,-2
USP17 inh,2,-15,49*,21,0
OTUD3 block,5,10,-5,15,-6
USP28 inh,1,8,8,5,-3
USP8 block,2,-15,-2,23,0

6: CSc1ccc(/C=C/c2nc(-c3ccccc3O)n[nH]2)cc1
7: CC(C)(C)c1noc(-c2ccnc(-n3cnc(C(=O)N4CCOCC4)c3)c2)n1
8: C/C=C/C(O)C(C)(C)C1C\C=C/C=C\C=C\C(O)Cc2nc(co2)C(=O)OC(C(C)(C)C(O)/C=C/C)C/C=C\C2OC2/C=C/C=C\c2nc(co2)C(=O)O1 (stereo not drawn)
9: Cc1cnc(C(=O)N2CC[C@@H]3Oc4ccccc4S(=O)(=O)N(CC(C)C)[C@H]3CC2)cn1
10: CCc1nn2c(S(=O)(=O)NC3CCCCC3)c(C)nc2s1
entry no.,6,7,8,9,10
UCHL1 inh,10,-1,-25,1,-2
USP7 inh,4,1,-24,-1,-5
USP30 inh,9,0,-216,20,2
USP10 inh,21,2,-10,0,-1
USP17 inh,46*,-5,-23,-11,0
OTUD3 block,14,-2,-29,10,0
USP28 inh,29,-1,-30,4,-5
USP8 block,64*,-13,-162,-18,-10

11: Cc1[nH]c(C)c(S(=O)(=O)Nc2ccccc2F)c1C(=O)N1CCCC1
12: O=C(Nc1ccc(F)cc1)NC1CCCc2ccccc21 (stereo not drawn)
13: O=c1c2cc(NS(=O)(=O)c3ccc4c(c3)OCCO4)ccc2ncn1Cc1ccccc1
14: Fc1ccc(-c2noc([C@@H]3CCCN3Cc3ncc[nH]3)n2)nc1
15: CCOC(=O)c1cc2c(ccn2C)n1CC(=O)N1CCN(C(=O)c2ccco2)CC1
entry no.,11,12,13,14,15
UCHL1 inh,-1,-1,4,-5,-10
USP7 inh,-7,3,5,-4,-11
USP30 inh,15,-7,2,-76,-486
USP10 inh,1,2,2,-4,-6
USP17 inh,3,7,0,-60,-78
OTUD3 block,9,1,2,-11,-132
USP28 inh,12,-1,11,-12,-113
USP8 block,0,8,13,-63,37*

16: CCc1ccc2ncc(S(=O)(=O)c3ccc(Cl)cc3)c(N3CCOCC3)c2c1
17: CCc1cccc(NC(=O)C2Oc3ccccc3NC2=O)c1 (stereo not drawn)
18: O=c1[nH]c(NC2CCN(Cc3nnnn3Cc3ccc4c(c3)OCO4)CC2)nc2c1CCCC2
19: Cc1ccc(S(=O)(=O)N2CC[C@H]3COC(=O)N[C@@H]3C2)cc1
20: O=C(Nc1ccccc1Cl)c1ccc(F)c(S(=O)(=O)N2CCCc3ccccc32)c1
entry no.,16,17,18,19,20
UCHL1 inh,5,1,3,2,6
USP7 inh,3,nt,-4,-32,12
USP30 inh,10,2,38*,26,-116
USP10 inh,6,4,0,0,-4
USP17 inh,6,-2,0,16,-3
OTUD3 block,7,-6,14,21,-8
USP28 inh,5,23,8,9,-33
USP8 block,11,7,-1,3,18

21: CC(=O)Nc1onc(C)c1-c1ccc(C)c(S(=O)(=O)NC2CCCCC2)c1
22: COc1ccc(NS(=O)(=O)c2cc(NC(=O)CCc3ccccc3)ccc2N2CCOCC2)cc1
23: Cc1cc(CNC(=O)CC2C(=O)NCCN2CC(c2ccccc2)c2ccccc2)on1 (stereo not drawn)
24: Cn1c(CN2CCOCC2)nnc1SCC(=O)N1CCCC1
25: Cc1ccc2cccc(NC(=O)COc3ccc(C(C)C)cc3)c2n1
entry no.,21,22,23,24,25
UCHL1 inh,3,5,-10,1,2
USP7 inh,-49,-2,-14,6,10
USP30 inh,-12,17,-109,29,-16
USP10 inh,0,2,-10,-1,5
USP17 inh,-14,1,-43,9,21
OTUD3 block,14,-1,-31,4,6
USP28 inh,10,7,-40,8,7
USP8 block,11,0,-84,16,2

26: Cc1cc2nc(C3CCN(C(=O)c4scnc4C)CC3)cc(=O)n2[nH]1
27: COc1cc(OC)cc(-c2nnc3sc(-c4ccco4)nn23)c1
28: CCc1cccc(C)c1NC(=O)CS(=O)(=O)Cc1nc(-c2ccc(C)cc2)oc1C
29: COC(=O)c1ccc2c(=O)n(CCCCCC(=O)NCCc3ccc(S(N)(=O)=O)cc3)c(=O)[nH]c2c1
30: Cc1ccc2c(c1)N(S(C)(=O)=O)CC(C(=O)NCc1ccccc1Cl)O2 (stereo not drawn)
entry no.,26,27,28,29,30
UCHL1 inh,1,1,1,6,2
USP7 inh,6,3,1,20,0
USP30 inh,18,-59,-5,88*,4
USP10 inh,3,0,8,37*,0
USP17 inh,-6,8,5,27,-1
OTUD3 block,16,4,0,21,-3
USP28 inh,9,0,-2,86*,3
USP8 block,-59,19,11,82*,6

31: Cc1nc(N(C)Cc2ccccc2)c2c3c(sc2n1)CCCC3
32: Cc1cccc(NS(=O)(=O)c2ccc(C)c(C(=O)N3CCCc4ccccc43)c2)c1
33: COc1ccccc1NC(=O)Nc1ccc2nc(C)[nH]c2c1
34: Cc1cc(C)c(NC(=O)CCc2c(C)nc3nc[nH]n3c2=O)c(C)c1
35: CCNC(=O)N1CCC(Oc2cc(N3CCCC3)ncn2)C1 (stereo not drawn)
entry no.,31,32,33,34,35
UCHL1 inh,-7,7,-1,-1,-2
USP7 inh,nt,5,0,-1,-1
USP30 inh,-200,10,-17,nt,-12
USP10 inh,-5,18,-1,0,-1
USP17 inh,2,13,-18,-7,6
OTUD3 block,-33,2,-5,-2,-1
USP28 inh,-25,24,-5,nt,-5
USP8 block,-23,17,-48,0,6

Shown with bars between the fields: part of the list above
# | compound | UCHL1 inh | USP7 inh | USP30 inh | USP10 inh | USP17 inh | OTUD3 block | USP28 inh | USP8 block
35 | CCNC(=O)N1CCC(Oc2cc(N3CCCC3)ncn2)C1 (stereo not drawn) | -2 | -1 | -12 | -1 | 6 | -1 | -5 | 6
34 | Cc1cc(C)c(NC(=O)CCc2c(C)nc3nc[nH]n3c2=O)c(C)c1 | -1 | -1 | nt | 0 | -7 | -2 | nt | 0
33 | COc1ccccc1NC(=O)Nc1ccc2nc(C)[nH]c2c1 | -1 | 0 | -17 | -1 | -18 | -5 | -5 | -48
32 | Cc1cccc(NS(=O)(=O)c2ccc(C)c(C(=O)N3CCCc4ccccc43)c2)c1 | 7 | 5 | 10 | 18 | 13 | 2 | 24 | 17

Arranged by molar mass (falling): 3 of the compounds above.
11: Cc1[nH]c(C)c(S(=O)(=O)Nc2ccccc2F)c1C(=O)N1CCCC1
4: CCCn1c(=O)c2sccc2n2c(CCC(=O)NC3CC3)nnc12
27: COc1cc(OC)cc(-c2nnc3sc(-c4ccco4)nn23)c1
entry no.,11,4,27
UCHL1 inh,-1,0,1
USP7 inh,-7,6,3
USP30 inh,15,14,-59
USP10 inh,1,0,0
USP17 inh,3,21,8
OTUD3 block,9,15,4
USP28 inh,12,5,0
USP8 block,0,23,19

Following part
36: COc1ccc(OC)c(NC(=O)c2cc(F)ccc2-n2cnnn2)c1
37: O=C(NCc1ccc(F)cc1F)c1c(O)c2cnn(Cc3ccccc3)c2[nH]c1=O
38: COc1cccc(-c2nc(CC(=O)NCc3cccc(C(=O)O)c3)cs2)c1
39: O=C(Nc1ccc(F)cc1F)N1Cc2cccn2-c2ccccc21
40: CC(C)(C)C(=O)CN1CCC2(CC1)Nc1ccccc1S(=O)(=O)N2
entry no.,36,37,38,39,40
UCHL1 inh,7,-1,0,2,-1
USP7 inh,9,1,4,-9,0
USP30 inh,24,-478,4,9,5
USP10 inh,2,6,0,2,2
USP17 inh,2,-124,10,-3,1
OTUD3 block,10,-68,5,2,0
USP28 inh,11,-109,-2,15,0
USP8 block,6,-37,9,1,4

41: COc1cc(CC(=O)Nc2ccccc2N2CCOCC2)cc(OC)c1OC
42: Cc1cccc(C(=O)Nc2nc3c(s2)CCc2ccccc2-3)c1
43: Cn1c(=O)[nH]c(=O)c2c1nc(N1CCNCC1)n2CC(O)c1ccccc1 (stereo not drawn)
44: CS(=O)(=O)N1CCN(Cc2ccc(=O)n(CC3CC3)c2)CC1
45: O=C(NCc1ccccc1)c1ccc2ncsc2c1
entry no.,41,42,43,44,45
UCHL1 inh,2,6,0,3,-5
USP7 inh,2,9,2,0,-3
USP30 inh,8,-9,8,-16,1
USP10 inh,2,6,-2,-2,-3
USP17 inh,6,4,-5,22,-6
OTUD3 block,-3,-1,4,-3,-8
USP28 inh,1,21,4,0,1
USP8 block,5,21,-14,48*,-18

46: O=c1ccc(S(=O)(=O)N2CCCC2)cn1Cc1cccc(F)c1
47: O=C(NCc1cccnc1)c1cncc(NS(=O)(=O)c2ccc3c(c2)OCCO3)c1
48: O=C(Nc1ccccc1)N1CCCC2(CCCN2Cc2ccccc2F)C1 (stereo not drawn)
49: Cc1nc(N2CCOCC2)cc(N2CCN(C(=O)C(C)C)CC2)n1
50: CN(C)c1cc(C(=O)NC2CCCCC2)nc2ccnn12
entry no.,46,47,48,49,50
UCHL1 inh,1,-2,-1,-2,0
USP7 inh,1,2,1,0,-3
USP30 inh,21,9,32*,16,-18
USP10 inh,1,1,0,0,-6
USP17 inh,14,1,3,8,0
OTUD3 block,9,2,16,13,-6
USP28 inh,8,-10,-1,4,-8
USP8 block,13,-2,9,7,-3

With a hit mark in USP8 block, among the entries above:
6: CSc1ccc(/C=C/c2nc(-c3ccccc3O)n[nH]2)cc1
15: CCOC(=O)c1cc2c(ccn2C)n1CC(=O)N1CCN(C(=O)c2ccco2)CC1
29: COC(=O)c1ccc2c(=O)n(CCCCCC(=O)NCCc3ccc(S(N)(=O)=O)cc3)c(=O)[nH]c2c1
44: CS(=O)(=O)N1CCN(Cc2ccc(=O)n(CC3CC3)c2)CC1
entry no.,6,15,29,44
UCHL1 inh,10,-10,6,3
USP7 inh,4,-11,20,0
USP30 inh,9,-486,88*,-16
USP10 inh,21,-6,37*,-2
USP17 inh,46*,-78,27,22
OTUD3 block,14,-132,21,-3
USP28 inh,29,-113,86*,0
USP8 block,64*,37*,82*,48*

(cont.)
51: O=C1COc2ccc(NC(=O)N3CCN(c4ccccn4)CC3)cc2N1
52: C/C=C(\C)CC(C)C(O)C(C)C1OC2(CC(OC)C1C)OC(C(C)C(O)C(C)\C=C/C=C/C=C/C=C/C=C\C(CC(=O)O)OC)C(C)CC2O (stereo not drawn)
53: CCN1CCN(c2nc3c(c(=O)[nH]c(=O)n3C)n2CCSc2nnnn2-c2ccccc2)CC1
54: CCN1C[C@H]2CCN(C(=O)c3ccnnc3)CC[C@H]2S1(=O)=O
55: CNC(=O)C1Cn2ccnc2C2(CCN(C(=O)NCCc3ccc(OC)cc3)CC2)O1 (stereo not drawn)
entry no.,51,52,53,54,55
UCHL1 inh,1,-10,-2,-1,-2
USP7 inh,-3,-7,0,2,2
USP30 inh,-18,-56,-174,-18,-1
USP10 inh,0,-5,-1,-3,-1
USP17 inh,nt,3,-6,-12,-7
OTUD3 block,0,-5,-8,-6,-1
USP28 inh,1,-15,-7,-8,-3
USP8 block,-82,-64,-58,-15,-77

56: CNC(=O)C1CN(C(=O)Cc2ccc(C)cc2)CC12CCCC2 (stereo not drawn)
57: CN1CCCc2cc(C(CNC(=O)c3ccccc3)N3CCCCC3)ccc21 (stereo not drawn)
58: CCc1ccc(-c2cc(C(=O)N3CCN(c4ncccn4)CC3)[nH]n2)cc1
59: Cc1cccc(-c2nc3c4cnn(-c5cccc(Cl)c5)c4ncn3n2)c1
60: O=C(COC(=O)C(Cc1c[nH]c2ccccc12)NC(=O)c1ccccc1Cl)Nc1cc(F)ccc1F (stereo not drawn)
entry no.,56,57,58,59,60
UCHL1 inh,0,-11,-3,-1,8
USP7 inh,-1,-10,1,-3,6
USP30 inh,-10,-221,5,12,16
USP10 inh,0,-6,2,-4,12
USP17 inh,2,-61,-2,21,32*
OTUD3 block,-1,-47,-11,11,10
USP28 inh,1,-56,-17,6,22
USP8 block,4,-33,-1,19,5

61: Cc1ccc(CNC(=O)C2CCN(C(=O)c3cc(-c4ccncc4)n[nH]3)CC2)cc1
62: O=C(OCc1nc2ccccc2c2ccccc12)c1ccc(CO)cc1
63: Cc1ccc(CNC(=O)c2cc([N+](=O)[O-])ccc2N2CCOCC2)cc1
64: O=C(COc1ccccc1Cl)Nc1ccccc1-c1nc(-c2ccncc2)no1
entry no.,61,62,63,64
UCHL1 inh,-2,-14,0,3
USP7 inh,-3,-27,-17,8
USP30 inh,7,-28,4,2
USP10 inh,1,-2,3,-1
USP17 inh,0,-11,-7,4
OTUD3 block,2,-27,-3,5
USP28 inh,7,3,-13,4
USP8 block,0,0,-159,9
